# Source: PubChem BioAssay
# Pol kappa inh – inhibitors of human DNA polymerase kappa; actives 0.53% (n = 400,000); purified Pol kappa, fluorescent DNA synthesis assay, 10 min; Q9UBT6; Potency, µM (top dose mostly 107 µM), for inactives: at the highest dose activity, negative = inhibition, hits mostly inhibitors; also: potency is read from the fitted curve at half-maximal effect; % is scaled to controls: 0 for no effect and ±100 for the full control effect
#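 Kinetic fluorescence screen: compound preincubated 15 min RT with 10 nM enzyme; 50 nM substrate (final) initiates; reads at 0/10 min.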
# BLM inh – blocks DNA unwinding by human BLM helicase. actives 0.2% (n = 350,000). Potency, µM (doses to about 56.1 µM), without a hit: at the highest dose activity change, negative = inhibition, hits mostly inhibitors. P54132. recombinant BLM DNA unwinding, fluorescence dequenching. AID 2528;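 also: potency is read from the fitted curve at half-maximal effect; plate controls were vehicle for no effect and no enzyme for full effect; nearly all actives have a fitted effect of over 35% in size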
# Target sequence (P54132 whole entry, looked up): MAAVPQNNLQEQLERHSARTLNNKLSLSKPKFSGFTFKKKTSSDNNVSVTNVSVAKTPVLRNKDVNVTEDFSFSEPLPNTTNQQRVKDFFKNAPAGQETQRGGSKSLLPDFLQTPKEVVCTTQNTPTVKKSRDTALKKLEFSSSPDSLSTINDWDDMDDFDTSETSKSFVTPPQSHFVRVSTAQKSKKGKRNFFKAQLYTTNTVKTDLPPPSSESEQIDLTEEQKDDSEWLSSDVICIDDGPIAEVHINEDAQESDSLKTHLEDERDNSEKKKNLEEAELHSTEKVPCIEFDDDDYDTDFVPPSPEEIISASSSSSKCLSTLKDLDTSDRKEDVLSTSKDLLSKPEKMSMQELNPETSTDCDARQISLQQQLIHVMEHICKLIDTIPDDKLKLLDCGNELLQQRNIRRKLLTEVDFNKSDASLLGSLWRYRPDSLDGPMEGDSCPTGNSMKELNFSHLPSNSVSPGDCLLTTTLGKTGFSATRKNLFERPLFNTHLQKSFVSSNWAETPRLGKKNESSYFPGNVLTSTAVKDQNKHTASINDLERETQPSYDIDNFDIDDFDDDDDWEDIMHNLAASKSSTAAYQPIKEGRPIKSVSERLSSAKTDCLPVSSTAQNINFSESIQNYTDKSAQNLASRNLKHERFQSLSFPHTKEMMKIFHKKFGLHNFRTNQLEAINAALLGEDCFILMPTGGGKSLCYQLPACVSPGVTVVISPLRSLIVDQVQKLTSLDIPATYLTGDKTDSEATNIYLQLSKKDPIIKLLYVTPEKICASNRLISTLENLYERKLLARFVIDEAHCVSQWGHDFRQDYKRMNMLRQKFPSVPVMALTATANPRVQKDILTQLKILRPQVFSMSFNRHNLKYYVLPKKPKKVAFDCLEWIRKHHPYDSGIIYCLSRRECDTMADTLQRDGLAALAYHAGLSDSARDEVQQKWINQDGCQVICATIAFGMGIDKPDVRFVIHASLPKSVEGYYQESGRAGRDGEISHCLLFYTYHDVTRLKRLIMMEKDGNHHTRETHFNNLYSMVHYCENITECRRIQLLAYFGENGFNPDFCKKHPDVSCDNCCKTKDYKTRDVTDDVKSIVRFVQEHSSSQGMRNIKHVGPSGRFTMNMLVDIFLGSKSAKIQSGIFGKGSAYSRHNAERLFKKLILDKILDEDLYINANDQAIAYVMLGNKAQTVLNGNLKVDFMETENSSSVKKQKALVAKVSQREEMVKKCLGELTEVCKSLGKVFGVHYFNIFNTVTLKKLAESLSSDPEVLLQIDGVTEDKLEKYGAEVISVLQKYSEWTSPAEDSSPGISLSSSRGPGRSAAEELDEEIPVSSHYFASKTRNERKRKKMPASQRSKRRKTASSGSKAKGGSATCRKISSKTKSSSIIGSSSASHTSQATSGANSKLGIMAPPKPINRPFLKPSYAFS
# POLI inh – inhibitors of human DNA polymerase iota | Pol iota fluorescent replication assay, 10 min | Potency, µM (highest dose often 115 µM), for the others: at the top dose activity, negative = inhibition, actives largely listed as inhibitors | actives 1% (n = 390,000) | Q9UNA4 | AID 588590; also: potency is read from the fitted curve at half-maximal effect
#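 Fluorescent replication assay read twice, at 0 min and 10 min after adding 50 nM (final) substrate. Enzyme (10 nM) and compounds were first incubated 15 min at room temperature; enzyme-free buffer wells were negative controls.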
# PGK inhibitor – inhibitors of T. brucei phosphoglycerate kinase; actives 0.043% (n = 380,000); P07378; Potency, µM (top dose mostly 57.5 µM), for the others: top-dose activity change, negative = inhibition, hits mostly inhibitors; AID 602233; PGK/GAPDH coupled, Kinase-Glo luminescence, 60 min; also: potency is read from the fitted curve at half-maximal effect; % is scaled to controls: 0 for no effect and ±100 for the full control effect; nearly all actives have a fitted effect of over 60% in size
#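 Recombinant glycosomal PGK reaction used 1,3-bisphosphoglycerate generated in-well by GAPDH (100nM final) in 100mM TEA pH 7.6, 5mM MgCl2, 0.01% Tween-20. After 60 minutes at room temperature, ATP was read by Kinase-Glo Plus luminescence end-point.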
# Apoferritin bind – binds horse apoferritin like a general anesthetic. P02791. apoferritin/1-aminoanthracene competitive binding, fluorescence. Potency, µM (titrated, usually from 77.5 µM), inactives show at the highest dose activity change, negative = displacement, hits mostly inhibitors. actives 0.074% (n = 350,000). AID 485281; also: potency is read from the fitted curve at half-maximal effect; % is scaled to controls: 0 for no effect and ±100 for the full control effect; nearly all actives have a fitted effect of over 20% in size
#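 Read-out: endpoint 1-AMA fluorescence, excitation 380 nm and emission 535 nm, after compounds sit 10 min at room temperature with 10 uM horse-spleen apoferritin in 50% saturated 1-AMA/PBS. Values come from four-parameter Hill fits.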
# Pol beta inh – DNA polymerase beta (human) inhibition | Potency, µM (series often up to 114 µM), for inactives: top-dose activity change, negative = inhibition, usual class: inhibitors | Pol beta primer extension/strand displacement, fluorescence kinetic | AID 485314 | actives 1.3% (n = 340,000) | P06746; also: potency is read from the fitted curve at half-maximal effect; % is scaled to controls: 0 for no effect and ±100 for the full control effect
#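 Homogeneous kinetic assay of primer extension and strand displacement by 10 nM Pol beta, preincubated 15 min at room temperature with compound before 50 nM substrate (final) was added. Read at 0 and 10 min; four-parameter Hill fit.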
# RXFP1 antagonist – blocks the human relaxin receptor RXFP1; Q9HBX9; activity change, negative = inhibition, % at 57.5 µM; actives 0.59% (n = 350,000); HEK293-RXFP1, relaxin-stimulated cAMP HTRF, 30 min; active compounds read low;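 active = activity change of -60% or lower, but not beyond a set lower limit; inconclusive = change between -60% and -40%, or beyond the set limit; inactive = change above -40%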; also: % is scaled to controls: 0 for no effect and ±100 for the full control effect
# APEX1 inh – inhibitors of human APE1 endonuclease; P27695; recombinant APE1, TAMRA/BHQ-2 abasic DNA cleavage fluorescence; Potency, µM (top dose mostly 65.8 µM), for inactives: at the top dose activity change, negative = inhibition, usual class: inhibitors; actives 0.35% (n = 350,000);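 also: potency is read from the fitted curve at half-maximal effect; plate controls were vehicle for no effect and reference inhibitor for full effect; nearly all actives have a fitted effect of over 55% in size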
#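 Quantitative HTS: incision of a TAMRA/BHQ-2 double-stranded substrate bearing a tetrahydrofuran abasic site by 0.75 nM APE1 raises fluorescence. Substrate 50 nM final, added after 15 min compound preincubation at room temperature; progress as third-minus-first kinetic read difference.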
# Pol eta inh – DNA polymerase eta (human) inhibition; actives 1.2% (n = 390,000); Potency, µM (series often up to 114 µM), inactives show at the highest dose activity change, negative = inhibition, usual class: inhibitors; recombinant Pol eta, fluorescent DNA replication assay; AID 588591; also: potency is read from the fitted curve at half-maximal effect; % is scaled to controls: 0 for no effect and ±100 for the full control effect
#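 Fluorescent replication assay: 50 nM final substrate added after a 15 min room-temperature compound preincubation with 10 nM enzyme. Signal taken at 0 min and again at 10 min.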
# The depositor's hits bear a star; i = inactive; ? = inconclusive; . = not tested or not shown; & = joins results of further samples; [ ] = another dose, or the depositor's remark. Unless noted, calls follow the shape of the dose curve; as a rule, active = well fitted curve in the direction sought with a large enough effect; inconclusive = small, poorly fitted or top-dose-only effect, or another doubt; inactive = no such curve, though single readings can be large; an effect the other way counts as inactive or inconclusive. Not all compounds are listed, so the mix of outcomes need not match the whole.
no.	compound	POLI inh	Apoferritin bind	Pol beta inh	Pol kappa inh	Pol eta inh	BLM inh	PGK inhibitor	RXFP1 antagonist	APEX1 inh
1	CCOC(=O)c1cc2sc(C)cc2n1CC(=O)NCc1ccc(F)cc1	1%	13%	-1%	-2%	-11%	-2%	1%	-12	11%
2	CC(=O)c1ccc(NC(=O)CCNC(=O)c2ccc(Cl)cc2)cc1	-15%	-8%	1%	-9%	-3%	-2%	-3%	0	12%
3	O=C(COC(=O)/C=C/c1cccc(F)c1)Nc1cccc(S(=O)(=O)NC2=NCCCCC2)c1	34%[activator]	.	.	-6%	-26%	.	-3%	-11	17%
4	Cc1ccc(-n2ncc3c(NCCC4=CCCCC4)ncnc32)cc1	2%	2%	10%	-13%[60.1 µM]	-22%	-6%	i	4	.
5	CC1CCCC(C)N1C(=O)COC(=O)c1c[nH]c2ccccc12 (stereo not given)	-7%	.	.	-1%	4%	.	-5%	15	18%
6	COc1cccc(C(=O)C2CCCN(Cc3cccc(OCCO)c3)C2)c1 (stereo not given)	-6%	-14%	3%	-1%	-4%	2%	-3%	-3	4%
7	CC(=O)N1CCc2cc(Br)cc(S(=O)(=O)NCCCN3CCC(C)CC3)c21	7%	-7%	0%	-2%	5%	3%	9%	2	6%
8	COc1ccccc1CNC(=O)C(=O)NCC(c1ccc2c(c1)OCO2)N1CCOCC1 (stereo not given)	9%	-17%	6%	3%[60.1 µM]	9%	-2%	3%	2	.
9	CCN(CC)C(=O)[C@H]1CC(CC(=O)NC(C)(C)C)C(=O)N2CCc3c([nH]c4ccc(OC)cc34)[C@]12C (stereo not given in full)	1%	.	.	-13%	-10%	.	11%	.	11%
10	Cc1ccc(S(=O)(=O)c2nc(-c3cccs3)oc2SCC(=O)Nc2cc(C)cc(C)c2)cc1	3%	-17%	?	-17%	?	-13%	i	-4	.
11	CCCc1nccn1S(=O)(=O)c1cc(Br)ccc1OC	11%	?	-24%	-4%[60.1 µM]	-15%	-1%	1%	4	.
12	CCCCNC(=O)c1oc2ccc(S(=O)(=O)N3CCCC3)cc2c1C	37%[activator]	0%	0%	3%	-8%	-3%	i	7	-12%[12.4 µM]
13	CCCC(=O)Nc1c2c(nn1-c1ccc(OC)cc1)CS(=O)(=O)C2	5%	-6%	30%	-5%	6%	-8%	-8%	6	-1%
14	CC(=O)Nc1ccc(Sc2ccccc2C(=O)O)cc1	-29%	-2%	12%	0%	1%	-5%	-4%	3	6%
15	O=C1C(Cl)=C(NCCN2CCOCC2)C(=O)c2ccccc21	11%	-15%	0%	-2%	-6%	-9%	-11%	5	-4%
16	CS(=O)(=O)N1N=C(c2ccco2)CC1c1ccc(Br)cc1 (stereo not given)	-11%	-11%	4%	3%	-15%	5%	8%	-5	-3%
17	O=c1c2ccccc2nc(SCc2nc3ccccc3s2)n1CCCO	-10%	-12%	15%	-13%	-9%	-16%	-4%	14	19%
18	O=S1(=O)Nc2c(ccc3cccnc23)-c2ccccc21	?	-9%&-9%	18%	-9%	3%	0%&3%	.	-10	-7%&16%
19	COCCN1CCn2c(nc3cc(Nc4nnc(C)c5ccccc45)ccc32)C1	?	7%	25%	-18%	0%	-11%	-1%	-5	3%
20	Cn1cc(Br)c(-c2cccc(N3C(=O)CC(C)(C)CC3=O)c2)n1	-5%[58.9 µM]	-1%	10%	0%	-15%	-4%	3%	-3	6%
21	Cc1ccc(NC(=S)NC(=O)c2cncc(Br)c2)cc1Cl	53%[activator]	.	.	0%	-6%	.	i	-15	.
22	COc1ccc(-c2noc(CCc3ccccc3)n2)cc1	125%[activator]	-6%	9%	-4%	-1%	-2%	2%	-8	-1%
23	COc1ccccc1-c1nnc(SCCOc2ccccc2C)o1	6%	-12%	-15%	-8%	.	-8%	.	-16	.
24	CN(C)CCNc1ncnc2oc(-c3ccccc3)c(-c3ccccc3)c12	?	-14%	-4%	-5%[60.1 µM]	-16%	26%	-19%	-6	10%
25	CN(C(=O)c1cccc(NC(=O)Cc2ccc(NC(=O)C3CCN(C(=O)C4CCC4)CC3)cc2)c1)C1CC1	27%	.	.	-7%	-13%	.	9%	.	.
26	C(=N\Nc1nc2ccccc2[nH]1)/c1cccs1	49%[activator]	-12%	0%	-9%	-4%	-3%	-12%	-2	0%
27	O=C(OCc1nc2ccsc2c(=O)[nH]1)c1ccccc1	13%	.	.	-15%	0%	.	i	9	-11%
28	O=C(O)c1ccc(NC(=S)N2CCCCC2)cc1	68%[activator]	-1%	-24%	-12%	-2%	0%	-13%	0	3%
29	c1ccc(CSc2ccc3nnc(-c4cccnc4)n3n2)cc1	33%[activator]	-1%	19%	6%	-15%	3%	5%	.	17%
30	O=C(OCC(O)C(O)C(O)C(SCc1ccccc1)SCc1ccccc1)c1ccccc1 (stereo not given)	-2%	.	.	-13%	-15%	.	i	?	.
31	S=C1NNC2(CC3CC2C2CCCC32)NN1 (stereo not given)	?	-9%	0%	-12%	-9%	-4%	5%	3	-2%
32	CCOC(=O)C1CCCN(C/C=C/c2ccccc2[N+](=O)[O-])C1 (stereo not given)	-10%[58.9 µM]	?	23%	-8%	-16%	0%	i	-3	-2%
33	c1ccc(Nc2c3c(nc4ncnn24)CCC3)cc1	25%	-10%	?	-1%	2%	1%	-2%	-11	0%
34	C[C@H](NC(=O)c1ccc(C(C)(C)C)cc1)C(=O)N1CCOCC1	23%	.	.	-14%	-18%	.	-2%	-5	8%
35	O=C(Cc1nnc(NC(=O)c2ccccc2)s1)N/N=C\c1ccc(O)c(O)c1	2.2µM*	-19%	7.1µM*	3.2µM*	3.2µM*	?	?	12	?
36	COc1ccc(C=O)cc1OS(=O)(=O)c1ccc(NC(C)=O)cc1	72%[activator]	-18%	3%	-10%	-18%	7%	-5%	-35	6%
37	N#CC(C#N)=C1C=C2C=C(N3CCOCC3)CCC2CC1 (stereo not given)	102%[activator]	-10%	27%	-5%	-2%	-22%	-2%	-5	-9%
38	O=C(CCNS(=O)(=O)c1cccc2nsnc12)NCCc1ccccc1	-4%	-5%	0%	-7%	-2%	0%	0%	8	-3%
39	Cc1cc(C)cc(NC(=O)CCC(=O)Nc2nnc(C(C)C)s2)c1	-12%	-4%	17%	-8%	11%	1%	-8%	-10	?
40	CCC1CCCCN1CCCNC(=O)c1ccc2c(c1)N(Cc1cccc(Cl)c1)C(=O)c1ccccc1S2(=O)=O (stereo not given)	-4%	1%	-22%	-10%[60.1 µM]	-5%	8%	-2%	-24	.
41	O=C(CSC(=S)N1CCCC1)Nc1ccc(Br)cc1Cl	21%	.	.	-7%	-15%	.	i	-7	-3%
42	CN(C)CCCN(C(=O)c1ccco1)c1nc2c(F)cc(F)cc2s1	82%[activator]	-10%	32%	-8%	-23%	39%[activator]	-6%	-11	0%
43	C=Cn1cc[n+](CC(=O)c2ccc(-c3ccccc3)cc2)c1	18%	-18%	2%	-9%	-9%	6%	-9%	5	-15%
44	CC(SC1CCCC1)C(=O)NC(C)(C#N)C(C)C (stereo not given)	16%	-16%	-8%	-2%	-13%	1%	7%	-10	1%
45	COc1ncccc1C(=O)N1CCCC(C(=O)c2cc(F)ccc2F)C1 (stereo not given)	87%[activator]	-9%	-9%	-4%[60.1 µM]	-21%	-4%	-9%	-3	8%
46	Cc1c(Cl)cccc1Nc1nc(N)nc(CN2CCCCCC2)n1	9%	-16%	6%	-18%	2%	5%	-9%	0	4%
47	N#Cc1ccccc1Sc1ccccc1C(=O)OCC(=O)NC12CC3CC(CC(C3)C1)C2	0%	-18%	35%	-25%	-13%	-6%	1%	6	-6%
48	CCCn1c(CCl)nc2cc(S(=O)(=O)N3CCOCC3)ccc21	14%	.	.	-1%	-11%	.	3%	-11	1%
49	O=C1C(=O)N(c2ccccc2)C(c2ccccc2[N+](=O)[O-])/C1=C(\O)c1ccccc1 (stereo not given)	165%[activator]	-12%	6%	-9%	-14%	-2%	-7%	-5	1%
50	C=CCc1cccc(CNc2nc3ccccc3n2C(C)C)c1O	?	-7%	-14%	-21%	-19%	-12%	2%	-14	-3%

# (further entries)
no.	compound	POLI inh	Apoferritin bind	Pol beta inh	Pol kappa inh	Pol eta inh	BLM inh	PGK inhibitor	RXFP1 antagonist	APEX1 inh
51	CCNC(=O)CSc1nnc(-c2ccccc2Br)n1-c1cccc(C(F)(F)F)c1	1%	15%	3%	4%	-23%	-1%	-3%	-11	8%
52	Cc1[nH]c(N)nc(=S)c1CCCNc1ccccc1	?	.	.	-6%	-13%	.	-1%	-6	.
53	Cc1cc2c(cc1C)C(c1ccccc1Br)CC(=O)N2 (stereo not given)	13%	1%	1%	-8%	-12%	4%	-6%	-29	7%
54	Cn1c(SCC(=O)Nc2ncc(C(F)(F)F)cc2Cl)nnc1-c1ccc(Cl)cc1	1%	-4%	11%	-5%	-10%	-2%	-4%	-10	1%
55	CCc1ccccc1NC(=O)Cn1nnc2sc3c(c2c1=O)CCC(C(C)(C)C)C3 (stereo not given)	12%	?	1%	-10%	.	-10%	.	-2	.
56	CCN(CC)Cc1cc(NC2=NS(=O)(=O)c3ccccc32)ccc1OC(=O)c1ccccc1	9%	-9%	?	-5%	-14%	-8%	-7%	-4	-5%
57	O=C(O)Cn1nnnc1SCC(=O)Nc1ccc(OC(F)(F)F)cc1	4%	0%	26%	-7%	-4%	-25%	4%	-3	16%
58	c1nc(N2CCNCC2)c2sc3nc(N4CCOCC4)c4c(c3c2n1)CCC4	.	-8%	1%	.	.	0%	.	.	0%
59	CN1CCCC(OC(=O)c2cc(Cl)cc(Cl)c2)C1 (stereo not given)	176%[activator]	-24%	47%[activator]	-11%	-12%	-10%	-5%	-12	25%

# Taken from above:
# Apoferritin bind with CCN(CC)Cc1cc(NC2=NS(=O)(=O)c3ccccc32)ccc1OC(=O)c1ccccc1 reads -9%
# RXFP1 antagonist with Cc1[nH]c(N)nc(=S)c1CCCNc1ccccc1 reads -6
